AmpC no deterg = qHTS Inhibitors of AmpC Beta-Lactamase (assay without detergent). AmpC nitrocefin hydrolysis, absorbance 480 nm, 0.0001% Triton. 0.52% of 330,000 active. Potency, µM (doses to about 57.1 µM), for inactives: top-dose activity change, negative = inhibition, most hits filed as inhibitors. P00811. AID 485341, 2010;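 note: potency is the fitted concentration of half-maximal effect; plate controls were no compound for no effect and no enzyme for full effect; nearly all actives have a fitted effect of over 20% in size; some results filed as inactive show a strong effect at the top dose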
Target sequence (P00811 whole entry, looked up): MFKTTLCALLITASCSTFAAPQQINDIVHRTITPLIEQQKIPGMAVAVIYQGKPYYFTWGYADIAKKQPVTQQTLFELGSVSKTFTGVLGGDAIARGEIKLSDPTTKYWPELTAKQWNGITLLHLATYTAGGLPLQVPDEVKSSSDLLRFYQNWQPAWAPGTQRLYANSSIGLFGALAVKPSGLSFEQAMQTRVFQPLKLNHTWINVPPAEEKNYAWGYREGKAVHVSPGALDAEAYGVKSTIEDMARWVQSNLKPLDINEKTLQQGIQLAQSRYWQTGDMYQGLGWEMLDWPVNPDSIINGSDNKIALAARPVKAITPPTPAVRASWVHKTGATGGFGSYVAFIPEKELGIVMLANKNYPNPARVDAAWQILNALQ
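AmpC (5.3 nM in the dispensed reagent) in 20 mM phosphate pH 7.0 with 0.01% (detergent screen) or 0.0001% Triton X-100 was preincubated with compounds for 15 min at room temperature. Nitrocefin was then added from an 800 uM solution, and hydrolysis was followed at 480 nm.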
HCV inh = qHTS Assay for Inhibitors of Hepatitis C Virus (HCV); 3.4% of 340,000 active; Potency, µM (titrated, usually from 41.8 µM), inactives show at the top dose activity change, negative = inhibition, actives largely listed as inhibitors; Huh7.5.1 HCVcc-Cre infection, luciferase reporter, 44 h; note: potency is the fitted concentration of half-maximal effect
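Seed cells (1,000/well) for 4 h; treat with compound and infect with HCVcc-Cre, moi about 0.5. Incubate 44 h, then detect luciferase activity.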
HCMV inh = qHTS Assay for inhibitors of the human cytomegalovirus (HCMV); HFF cells, HCMV-luciferase reporter, 72 h; hits give low values; activity change, negative = inhibition, % at 57.5 µM; 4.5% of 410,000 active; AID 1259415, 2018; in the data active = activity change below about -60%; inconclusive = no clear call, values can overlap the other calls; inactive = above about -39%
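Screen run at 2 compound doses on HFFs infected with reporter HCMV, MOI 1 PFU/cell. Luciferase activity from cell lysates at 72 h post infection gave inhibition relative to buffer-only and Salinomycin wells.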
AmpC inh detg = qHTS Inhibitors of AmpC Beta-Lactamase (assay with detergent); P00811; AmpC hydrolysis of nitrocefin, absorbance 480 nm, 0.01% Triton; Potency, µM (top dose mostly 114 µM), inactives show at the highest dose activity change, negative = inhibition, hits mostly inhibitors; 0.041% of 370,000 active; AID 485294, 2010;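 note: potency is the fitted concentration of half-maximal effect; 0% = no-compound wells and -100% = no-enzyme wells; nearly all actives have a fitted effect of over 25% in size; some results filed as inactive show a strong effect at the top dose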
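20 mM phosphate pH 7.0 + 0.01% (detergent screen) or 0.0001% Triton X-100; 5.3 nM AmpC reagent; cpd preinc 15 min RT; nitrocefin (800 uM stock) to start; A480 q20 s × 4 min; Activity was normalised to no-enzyme and no-compound control wells.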
Sm TGR inh = qHTS Assay for the Inhibitors of Schistosoma Mansoni Peroxiredoxins; 3% of 360,000 active; Schistosoma mansoni thioredoxin glutathione reductase (TGR), Q962Y6; Potency, µM (doses to about 114 µM), without a hit: top-dose activity change, negative = inhibition, hits mostly inhibitors; purified TGR, DTNB reduction, TNB absorbance 405 nm; note: potency is the fitted concentration of half-maximal effect; nearly all actives have a fitted effect of over 60% in size
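First, TGR (20 nM dispensed) and NADPH were mixed with compound. Second, a 15 min room-temperature incubation followed. Third, further NADPH and then DTNB were added to start the reaction. Finally, TNB absorbance was monitored kinetically.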
Giardia FBPA inh = qHTS Assay for Inhibitors of Fructose-1,6-bisphosphate Aldolase from Giardia Lamblia | A8B2U2 | purified Giardia FBPA | Potency, µM (titrated, usually from 59.6 µM), for inactives: at the highest dose activity, negative = inhibition, actives largely listed as inhibitors | 0.71% of 290,000 active; note: potency is the fitted concentration of half-maximal effect; nearly all actives have a fitted effect of over 55% in size
Target sequence (A8B2U2 whole entry, looked up): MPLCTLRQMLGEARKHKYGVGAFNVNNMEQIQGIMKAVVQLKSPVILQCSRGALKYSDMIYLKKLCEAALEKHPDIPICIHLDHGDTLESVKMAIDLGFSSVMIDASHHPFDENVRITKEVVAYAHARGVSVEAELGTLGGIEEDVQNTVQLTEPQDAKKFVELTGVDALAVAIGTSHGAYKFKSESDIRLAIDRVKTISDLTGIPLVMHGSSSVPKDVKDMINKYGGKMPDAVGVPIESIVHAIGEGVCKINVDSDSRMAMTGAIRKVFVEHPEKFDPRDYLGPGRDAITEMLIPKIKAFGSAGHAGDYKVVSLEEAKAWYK
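40 nM FBPA preincubated 10 min at RT with compound (up to 57.5 uM final), then substrate plus GAPDH/TPI/NAD/arsenate coupling and diaphorase/resazurin added. Fluorescence read after 20 min at RT, 525/598 nm.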
Numbers without * were called inactive; ? = inconclusive; nt = no result given; & = joins results of further samples; [ ] = another dose, or the depositor's remark. Unless noted, calls come from the whole dose curve; as a rule, active = well fitted curve in the direction sought with a large enough effect; inconclusive = small, poorly fitted or top-dose-only effect, or another doubt; inactive = no such curve, though single readings can be large; an effect the other way counts as inactive or inconclusive. Unless noted, % is set by controls: 0 for no effect and ±100 for the full control effect.

SMILES	AmpC no deterg	HCV inh	HCMV inh	AmpC inh detg	Sm TGR inh	Giardia FBPA inh
Cc1ccc2nc(-c3ccncc3)c(Nc3ccccc3)n2c1	-11%	25%&5%	-12	-10%	-9%	7%
COc1ccc(-c2ccc3c(c2)c(-c2cccs2)c(-c2cc(OC)cc(OC)c2)n3C)cc1	-21%	-3%	-5	-8%	0%	nt
CCC(C)[C@@H](N)C(=O)N/N=C/c1ccc2ncccc2c1 (stereo partly specified)	-11%	27%	-26	-4%	1%	0%
COc1ccc(OC)c(/C=N/NC(=O)CC2C(=O)NN=C2C)c1 (stereo unspecified)	-10%	14%	34	0%	0%	2%
O=C(NCCc1ccccc1)c1ccc2c(c1)N(Cc1ccc(Cl)cc1)C(=O)c1ccccc1S2(=O)=O	nt	nt	21	4%	2%	nt
COc1cccc(C2C(C(=O)/C=C/c3ccco3)=C(O)C(=O)N2CCN2CCOCC2)c1 (stereo unspecified)	12%	-3%	0	8%	4.5µM*	?
COc1ccccc1S(=O)(=O)CC(O)COc1ccc(F)cc1Cl (stereo unspecified)	-5%	18%	18	5%	nt	3%
CCCS(=O)(=O)N1CCN(Cc2c[nH]c3ccccc23)CC1	-18%	0%	-1	4%	nt	?
COc1ccc(C(=O)NCC(=O)NCC(=O)OCC(=O)c2cccs2)cc1	-20%	35%[activator]	-10	-9%	-3%	0%
O=C1CS/C(=N/N=C2C3CC4CC(C3)CC2C4)N1	-10%	32%[activator]	?	-12%	5%	10%
Cn1cc(C(=O)Nc2ccccn2)c(=O)c2ccccc21	-14%	8%	292	1%	1%	-4%
CC(C)NS(=O)(=O)c1ccc(NC(=O)CCc2ccccc2)cc1	-5%	-22%	-14	0%	-5%	0%
NS(=O)(=O)c1ccc(CCNS(=O)(=O)c2ccc(Cl)nc2)cc1	-9%	3%	0	3%	4%	2%
COc1cc(C2C(C(=O)OC(C)C)=C(C)N=C3SCCC(=O)N32)ccc1OCc1ccccc1 (stereo unspecified)	nt	nt	-7	-7%	3%	nt
C/C(CCC(=O)OC[C@H]1O[C@H](C#Cc2ccccc2)C=C[C@@H]1Oc1ccc(C)cc1)=N\O[C@@H](C)CN1CCCCc2nc(C)c(C)cc21	157%[activator]	0%[8.37 µM]	nt	1%	35µM*	-8%
C=CCOc1c(Br)cc(CNn2nnnc2N)cc1OC	-28%	?	?	-13%	-26%	-22%
O=C(Nc1ccc(Cl)cc1)c1cc(S(=O)(=O)N2CCc3ccccc32)ccc1F	nt	nt	0	1%	11%	nt
COc1ccc(N2CCN(C(=O)c3cc(=O)c4cc(C)c(C)cc4o3)CC2)cc1	18%	-8%	30	0%	0%	10%
COc1ccc(N=c2ssnc2Cl)cc1	-27%	3%	nt	?	56µM*	?
CSc1ccccc1C(=O)NCC1CCCO1 (stereo unspecified)	-13%	4%	-2	?	3%	7%
Cc1cc(Cl)c(S(N)(=O)=O)cc1OCC(=O)NC1CCCCC1	-12%	19%	-14	-3%	-4%	3%
Cc1cccc(NC(=O)NCCc2c[nH]c3ccccc23)c1	-37%	-2%	-20	?	17%	0%
Cc1ccc(Nc2nn3c(=O)c4cc5c(cc4nc3s2)OCO5)cc1Cl	nt	nt	-4	?	0%	nt
Cc1ccc(OC(C)c2nnc(N)s2)cc1Cl (stereo unspecified)	-17%	-30%	-33	-12%	-1%	-1%
O=C1c2oc3ccccc3c(=O)c2C(c2cccc(O)c2)N1CCCN1CCOCC1 (stereo unspecified)	-29%	21%	15	?	40µM*	-4%
Cc1nccn1-c1ncnc2sc3c(c12)CCCC3	-9%	-22%	-15	?	3%	14%
CC1(C(=O)O)CCC(C(=O)NC2CCCCCC2)C1(C)C (stereo unspecified)	-23%	-3%	25	-11%	6%	6%
CCCNc1nc(C)c(C(C)=O)cc1C#N	-7%	?	-21	1%	3%	2%
N=c1ncn(Cc2ccccc2)c2nc(SCCOc3ccccc3)[nH]c12	-11%	12%	-7	-3%	-5%	9%
NS(=O)(=O)c1cccc(NC(=S)NC(=O)C23CC4CC(CC(C4)C2)C3)c1	-21%	6%	57	-2%	?	-1%
CC(C)C(c1nnnn1CCc1ccccc1)N1CCN(C(=O)c2ccco2)CC1 (stereo unspecified)	-2%	1%	-17	-13%	?	2%
CN(CC(=O)Nc1ccc(F)c(F)c1F)C(=O)C1=COCCO1	-8%	7%	12	-4%	0%	nt
COC(=O)c1cc(S(=O)(=O)N(C)c2ccc(C)c(C)c2)c[nH]1	-20%	?	0	-3%	-11%	nt
COc1ccc(C(=O)C(OC(=O)c2ccccc2Cl)c2ccccc2)cc1 (stereo unspecified)	-26%	-8%	12	?	-5%	1%
Cc1[nH]n(-c2cccc(Cl)c2)c(=O)c1C=NCC(C)C	-5%	?	81	1%	-6%	4%
CCOC(=O)NC(=O)CSc1nc(C)cc(C(F)(F)F)c1C#N	-18%	-7%	-4	?	-16%	6%
O=C(NC1(C(F)(F)F)NC(=O)N(Cc2ccco2)C1=O)c1cccnc1 (stereo unspecified)	-23%	5%	-18	1%	35µM*	0%
CCCNC(=O)CS(=O)(=O)Cc1nc(-c2cccc(OC)c2)oc1C	-1%	1%	17	?	22µM*	6%
Cn1c(=O)c2c(ncn2CC(O)CNc2cccc(Cl)c2)n(C)c1=O (stereo unspecified)	10%	?	-20	10%	0%	-3%
Nn1cnnc1SC1CCCCC1NS(=O)(=O)c1ccccc1 (stereo unspecified)	-4%	4%	-33	3%	7%	-25%

Only AmpC inh detg, HCV inh and Giardia FBPA inh, for two of the compounds above:
SMILES	AmpC inh detg	HCV inh	Giardia FBPA inh
CCCNC(=O)CS(=O)(=O)Cc1nc(-c2cccc(OC)c2)oc1C	?	1%	6%
Cc1ccc(Nc2nn3c(=O)c4cc5c(cc4nc3s2)OCO5)cc1Cl	?	nt	nt

Part of the list above in another layout.
canonical_smiles | AmpC no deterg | HCV inh | HCMV inh | AmpC inh detg | Sm TGR inh | Giardia FBPA inh
Cn1c(=O)c2c(ncn2CC(O)CNc2cccc(Cl)c2)n(C)c1=O (stereo unspecified) | 10% | ? | -20 | 10% | 0% | -3%
CCOC(=O)NC(=O)CSc1nc(C)cc(C(F)(F)F)c1C#N | -18% | -7% | -4 | ? | -16% | 6%
NS(=O)(=O)c1cccc(NC(=S)NC(=O)C23CC4CC(CC(C4)C2)C3)c1 | -21% | 6% | 57 | -2% | ? | -1%
O=C(NC1(C(F)(F)F)NC(=O)N(Cc2ccco2)C1=O)c1cccnc1 (stereo unspecified) | -23% | 5% | -18 | 1% | 35µM* | 0%

Next entries follow.
SMILES	AmpC no deterg	HCV inh	HCMV inh	AmpC inh detg	Sm TGR inh	Giardia FBPA inh
CC1CCCCN1CCCNC(=O)Cn1ncc2c([nH]c3ccccc32)c1=O (stereo unspecified)	-10%	12%	24&26	-2%&11%	-16%&-1%	-13%
COc1ccccc1C(=O)NCC(=O)NCc1cc(=O)n(C)c(=O)n1C	-16%	10%	-24	0%	6%	1%
CC(C)(C)C(=O)CN1C(=O)NC2(CCCc3ccccc32)C1=O (stereo unspecified)	-1%	2%	?	-5%	-4%	3%
Cn1nnc(NC(=O)c2cccs2)n1	-16%	0%	-1	2%	12%	2%
CCCCOc1cccc(C2c3c(oc4ccccc4c3=O)C(=O)N2c2ccccn2)c1 (stereo unspecified)	nt	nt	-14	-2%	-8%	nt
COc1ccc(NC(=O)CN2CCN(c3ccccc3Cl)CC2)cc1	-5%	-25%	31	-14%	-16%	-2%
CCCOP(=O)(OCCC)c1c([N+](=O)[O-])cc(C(F)(F)F)cc1[N+](=O)[O-]	33%	-19%	?	-13%	-11%	-13%
Cc1ccc(O)c(N=Cc2cccs2)c1	-14%	12%	-27	?	1%	20µM*
CN1CCC(N(C)c2ccc(C(N)=O)cc2[N+](=O)[O-])CC1	-4%	-4%	0	-3%	-12%	5%
O=[N+]([O-])c1ccc(NC(=S)N2CCCC2)cc1	-7%	-3%	21	4%	1%	-10%
COc1ccc2ccccc2c1CN1CCCC(CO)C1 (stereo unspecified)	-19%	-11%	-3	?	-2%	-8%
CCN(CC)C(=O)COCc1cc(-c2ccc3c(c2)OCO3)on1	2%	-20%	42	-7%	-6%	3%
O=C(Nc1ccccc1N1CCN(C(=O)c2ccccc2)CC1)c1ccc([N+](=O)[O-])o1	24%	?	?	-11%	-29%	3%
O=C1CCN(Cc2ccccc2)S(=O)(=O)c2ccc(C(F)(F)F)cc21	-26%	?	?	5%	-2%	nt
Cc1cccc2c(CCNC(=O)c3ccc([N+](=O)[O-])cc3)c[nH]c12	-27%	?	-11	?	-22%	2%
Cc1c(C)c2ccc(OC(C)C(=O)NCc3ccccn3)cc2oc1=O (stereo unspecified)	-5%	9%	37	5%	9%	7%
CCCN(c1ccccc1C(=O)O)S(=O)(=O)c1ccc2c(c1)n(C)c(=O)n2C	-4%	11%	15	1%	7%	-23%

Compound profiles, as listed above.
`Cn1nnc(NC(=O)c2cccs2)n1` is listed with AmpC no deterg: -16%; HCV inh: 0%; HCMV inh: -1; AmpC inh detg: 2%; Sm TGR inh: 12%; Giardia FBPA inh: 2%
`O=[N+]([O-])c1ccc(NC(=S)N2CCCC2)cc1` is listed with AmpC no deterg: -7%; HCV inh: -3%; HCMV inh: 21; AmpC inh detg: 4%; Sm TGR inh: 1%; Giardia FBPA inh: -10%

As entered above:
Reading for COc1ccc(NC(=O)CN2CCN(c3ccccc3Cl)CC2)cc1 in AmpC inh detg: -14%
Reading for COc1ccc2ccccc2c1CN1CCCC(CO)C1 (stereo unspecified) in HCMV inh: -3
Reading for Cc1cccc2c(CCNC(=O)c3ccc([N+](=O)[O-])cc3)c[nH]c12 in AmpC no deterg: -27%
Reading for CCCCOc1cccc(C2c3c(oc4ccccc4c3=O)C(=O)N2c2ccccn2)c1 (stereo unspecified) in Sm TGR inh: -8%

Assay outcomes (PubChem)
